Screening data as filed in PubChem BioAssay.
TAAR1 ag – agonists of human TAAR1 | Q96RJ0 | CHO RD-HGA16 TAAR1, Fluo-8 calcium fluorescence; vehicle wells 0%, saturating PEA agonist 100% | activation, % at 3 µM | 0.99% of 360,000 active;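 active = activation above the mean activation of all test compounds in the run plus 3 SD, cut at about 38% in these data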
Target sequence (Q96RJ0 whole entry, looked up): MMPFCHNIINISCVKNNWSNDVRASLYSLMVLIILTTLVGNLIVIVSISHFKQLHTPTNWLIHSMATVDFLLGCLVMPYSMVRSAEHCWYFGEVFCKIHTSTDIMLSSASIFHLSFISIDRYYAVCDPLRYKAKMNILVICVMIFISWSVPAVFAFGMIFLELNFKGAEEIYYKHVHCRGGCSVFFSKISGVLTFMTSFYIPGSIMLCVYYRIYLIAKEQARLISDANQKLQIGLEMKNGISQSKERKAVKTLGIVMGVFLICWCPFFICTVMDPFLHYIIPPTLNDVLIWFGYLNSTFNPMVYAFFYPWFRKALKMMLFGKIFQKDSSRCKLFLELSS
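Assay system – CHO-derived RD-HGA16 cells with stable Gα16 and human TAAR1 · Compound dosing – one-point dosing at 3 µM (nominal) · Incubation – 17-24 h seeding, 75 min 37 °C dye, 30 min RT · Measured by – kinetic Fluo-8 calcium fluorescence · Control set – DMSO vehicle as 0%, PEA at EC100 as 100% · Repeats – single well for each compound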
CRFBP-R2 block – blocks CRF-induced signaling of the CRF-BP/CRF-R2 complex. 0.59% of 350,000 active. AID 588475. HEK293 CRF-R2/CRF-BP, CRF-induced calcium fluorescence. inhibition, % at 11.8 µM;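 active = inhibition of the ligand-induced calcium signal above about 50% at the single tested concentration, limit read from the data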
M4 PAM – positive allosteric modulators of human muscarinic M4 receptor. AID 624126. 0.4% of 360,000 active. CHO-K1 hM4/Gqi5, Fluo-8 calcium fluorescence, ACh EC20; 0% = ACh EC20, 100% = maximal ACh. P08173. activation, % at 3 µM;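 active = activation above its plate's cutoff, the mean activation of sample wells plus 3 SD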; also: some results filed as inactive read as strong as hits
Target sequence (P08173 whole entry, looked up): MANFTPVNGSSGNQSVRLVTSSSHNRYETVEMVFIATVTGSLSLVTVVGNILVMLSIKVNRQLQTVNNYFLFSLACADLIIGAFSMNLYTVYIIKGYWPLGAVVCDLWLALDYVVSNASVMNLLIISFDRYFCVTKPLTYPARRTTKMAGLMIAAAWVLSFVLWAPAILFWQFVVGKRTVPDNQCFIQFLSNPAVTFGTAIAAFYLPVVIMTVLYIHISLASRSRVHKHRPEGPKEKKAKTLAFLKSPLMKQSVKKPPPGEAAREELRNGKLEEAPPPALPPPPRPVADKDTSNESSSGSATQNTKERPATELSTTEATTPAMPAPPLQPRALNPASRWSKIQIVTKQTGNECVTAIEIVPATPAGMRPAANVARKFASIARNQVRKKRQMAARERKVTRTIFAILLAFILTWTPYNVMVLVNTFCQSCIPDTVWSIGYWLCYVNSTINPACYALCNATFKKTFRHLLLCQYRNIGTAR
CHRM5 agonist – agonists of human muscarinic M5 receptor (CHRM5); activation, % at 3 µM; AID 624037; 0.19% of 360,000 active; CHO-K1 hM5 cells, Fluo-8 calcium fluorescence; 0% DMSO wells, 100% maximal acetylcholine response; P08912;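 active = activation above the run's mean over test compounds plus 3 SD, cut at about 23% in these data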;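 also: signal is peak over basal fluorescence ratio across the kinetic read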
M1 PAM parental – nonselective activator or artifact in parental CHO-K1 calcium assay; ATP EC20, Fluo-8 calcium fluorescence; 0% at ATP EC20, 100% at ATP max; activation, % at 3 µM; 0.02% of 360,000 active; AID 602247;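 active = activation above the run cutoff, the mean activation of all test compounds plus 3 SD, cut at about 40% in these data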;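 also: peak over basal fluorescence ratio in a 140 s read after ATP addition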
CRFR2-BP ag – CRF-BP/CRF-R2 complex agonism. activation, % at 13.2 µM. HEK293 CRF-R2/CRF-BP, calcium dye fluorescence (FLIPR); percent of saturating CRF peptide response. 0.46% of 350,000 active;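 active = activation of at least 50%, plus an integration ratio under a set limit after plate pattern correction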;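 also: plate controls were neutral control wells without compound for no effect and CRF at EC100 for full effect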
M5 antag – antagonists of human muscarinic M5 receptor (CHRM5) | P08912 | CHO-hM5 cells, Fluo-8 calcium fluorescence, ACh EC80 | inhibition, % at 3 µM | 0.59% of 360,000 active;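 active = inhibition above a per-plate cutoff, the mean of that plate's test compounds plus 3 SD, cut at about 27% in these data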;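 also: 0% = acetylcholine EC80 with DMSO and 100% = DMSO without agonist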
TAAR1 antagonist – human TAAR1 antagonism; Q96RJ0; 1.5% of 360,000 active; inhibition, % at 3 µM; CHO RD-HGA16 TAAR1, Fluo-8 calcium fluorescence, antagonist;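 active = inhibition above a per-plate cutoff, the mean inhibition of test compounds on that plate plus 3 SD, cut at about 49% in these data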;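 also: 0% = DMSO plus EC80 beta-PEA response and 100% = DMSO alone without agonist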
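Material: RD-HGA16 CHO cells with stable hTAAR1 and Gα16; Dosing: single nominal final test compound concentration of 3 µM; Schedule: seeding 17-24 h prior, 75-min 37 °C, 30-min RT dye loading; Detection: kinetic Fluo-8 calcium fluorescence measurement; Measure: % inhibition from peak post-agonist over basal fluorescence ratio; Benchmarks: vehicle and agonist controls.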
M5 PAM – CHRM5 positive allosteric modulation; P08912; CHO-K1 hM5, Fluo-8 calcium, ACh EC20 PAM; 0% = ACh EC20, 100% = ACh EC100; 0.3% of 360,000 active; activation, % at 3 µM;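 active = activation above the run cutoff, the mean activation of all test compounds plus 3 SD, cut at about 18% in these data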
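Measured by: Fluo-8 calcium fluorescence; material: human M5 receptor in CHO-K1 cells; schedule: Post-acetylcholine fluorescence recording 140 s; benchmarks: low control EC20 acetylcholine (0%), high control EC100 acetylcholine (100%); read-out: Max/basal fluorescence ratio as % of EC20–EC100 ACh window; compound: single dose, 3 µM nominal final test concentration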
An asterisk follows results filed as active; . = no result given.

#1 Cc1ccc(S(=O)(=O)N(C)CC(=O)NCCCn2ccnc2)cc1
#2 O=C(NCC1CCCN1S(=O)(=O)c1cccs1)C(=O)Nc1ccccc1 (stereo not drawn)
#3 CN(C(=O)c1ccccc1C(=O)OCC(=O)NCc1ccccc1)C1CCCCC1
#4 COc1ccc(-c2ccc(OC)c([C@H]3[C@H]4C=CC[C@@H](C)[C@@H]4C(=O)N3Cc3ccccc3)c2)cc1OC
#5 O=C(CN1CCCCCC1)N/N=C/c1cccs1
#6 Cc1ccc(C(=O)N2CCC3(CC2)Oc2ccc(F)cc2C(=O)C32CC(c3ccc(Cl)cc3)=NO2)s1 (stereo not drawn)

compound no. | 1 | 2 | 3 | 4 | 5 | 6
TAAR1 ag | 3 | 3 | 0 | 8 | 12 | 8
M5 antag | 13 | 2 | -12 | 2 | 0 | 4
TAAR1 antagonist | -7 | -24 | -6 | -30 | -13 | -18
M4 PAM | 0 | -6 | 9 | 9 | 3 | 9
M5 PAM | -4 | 1 | -3 | -3 | -5 | 7
CHRM5 agonist | -1 | 2 | -6 | 0 | 2 | 2
CRFBP-R2 block | 4 | 0 | 20 | 0 | -3 | -11
M1 PAM parental | 5 | 2 | 9 | 17 | -3 | 14
CRFR2-BP ag | 0.0 | -2.8 | -2.3 | 1.5 | -0.4 | 8.3

#7 O=C(N/N=C/c1c[nH]c2ccccc12)c1ccccc1O
#8 Nc1nc2ccccc2n1CCOc1ccc(Br)cc1
#9 COc1cc(/C=C/C(=O)OCC(=O)NC2CC2)cc(OC)c1OC
#10 Cn1ncc2c1NC(c1ccc(F)cc1)SCC2=O (stereo not drawn)
#11 CC(=O)NC(=S)Nc1ccc2oc(=O)ccc2c1
#12 COc1cc2c(cc1OC)C(c1ccccc1)NC(C)(C)C2 (stereo not drawn)

compound no. | 7 | 8 | 9 | 10 | 11 | 12
TAAR1 ag | 6 | 25 | 4 | 5 | 2 | 4
M5 antag | 0 | 5 | 14 | 4 | 7 | 16
TAAR1 antagonist | -3 | 11 | -11 | -15 | -21 | -6
M4 PAM | -3 | -5 | 3 | 1 | 0 | -1
M5 PAM | 0 | 8 | -2 | -2 | -3 | -1
CHRM5 agonist | 2 | -1 | 0 | 0 | -2 | -4
CRFBP-R2 block | -9 | -19 | -2 | 4 | -2 | -1
M1 PAM parental | -23 | 27 | -10 | 4 | -25 | 0
CRFR2-BP ag | 1.4 | 0.7 | 0.8 | -0.3 | -0.8 | -2.0

#13 CCOC(=O)N1CCN(S(=O)(=O)c2ccc(C(=O)N(CCN(C)C)c3nc4ccc(Cl)cc4s3)cc2)CC1
#14 O=C1CSC(=Nc2ccccc2)N1Cc1ccccc1
#15 O=C1NC[C@@H](CCCCN2CCN(CCc3ccc(O)cc3)C(=O)C2=O)N(CCc2ccc(O)cc2)C1=O
#16 COc1ccccc1NC(=O)CSc1nnc(C2CCCCC2)o1
#17 CCN1CCN(C(=S)Nc2sc(C)c(-c3ccccc3)c2C(=O)OC)CC1
#18 COC(=O)C(NNc1ccccc1)(NC(=O)c1ccccc1F)C(F)(F)F (stereo not drawn)

compound no. | 13 | 14 | 15 | 16 | 17 | 18
TAAR1 ag | 5 | 2 | 3 | 5 | 1 | -2
M5 antag | 8 | 2 | -3 | -3 | -8 | 0
TAAR1 antagonist | -11 | 5 | -18 | 2 | -11 | 1
M4 PAM | -1 | -2 | 10 | 2 | 2 | 2
M5 PAM | -2 | -4 | 5 | 0 | 0 | 9
CHRM5 agonist | -7 | -6 | 1 | 0 | -1 | -10
CRFBP-R2 block | -12 | 38 | . | -4 | 1 | 6
M1 PAM parental | 19 | 22 | -4 | -9 | -10 | 3
CRFR2-BP ag | 3.0 | 2.0 | . | -0.6 | -1.4 | 0.0

#19 COC(=O)C1=CN(Cc2ccc(OC)c(OC)c2)C=C(C(=O)OC)C1c1ccc(F)cc1
#20 CN1CCN(C(=S)Nc2cc([N+](=O)[O-])ccc2Cl)CC1
#21 CCOC(=O)C(=O)Nc1ccccc1C(=O)NC(C)C
#22 O=C(Cn1cc(C(=O)c2ccco2)c2ccccc21)NC1CC1
#23 CN1C(=O)c2ccccc2CC12c1ccccc1C(=O)N2C (stereo not drawn)
#24 CC(C)NC(=O)NC(=O)COC(=O)c1ncc(Cl)c(Cl)c1Cl

compound no. | 19 | 20 | 21 | 22 | 23 | 24
TAAR1 ag | -1 | 3 | 9 | 1 | 4 | 6
M5 antag | 6 | 1 | 0 | 9 | 1 | 11
TAAR1 antagonist | 0 | 12 | 10 | -28 | -13 | 1
M4 PAM | 3 | 1 | 2 | 3 | -2 | -3
M5 PAM | 2 | -5 | -4 | -5 | -2 | -2
CHRM5 agonist | 1 | 1 | -1 | -1 | 0 | -2
CRFBP-R2 block | 34 | 1 | 11 | -2 | 4 | -1
M1 PAM parental | -4 | -8 | 15 | -12 | 15 | 1
CRFR2-BP ag | -0.2 | 0.0 | 0.5 | -2.9 | -0.9 | 0.7

#25 O=c1[nH][nH]c(=O)c2c(NS(=O)(=O)c3ccccc3)cccc12
#26 COc1ccccc1OCCC(=O)OCC(=O)Nc1ncc(Cl)cc1Cl
#27 Cc1ccc(CNC(=O)c2ccc(N(C)S(=O)(=O)c3ccccc3)cc2)cc1
#28 CCCCC(=O)Nc1c(C)cc(C)cc1Cl
#29 COc1ccc(-c2cc(=O)c3ccccc3n2C)cc1
#30 CCC(c1nnnn1Cc1cccs1)N1CCN(C2CCCC2)CC1 (stereo not drawn)

compound no. | 25 | 26 | 27 | 28 | 29 | 30
TAAR1 ag | 10 | 2 | 6 | 13 | -1 | 5
M5 antag | 7 | 6 | 12 | -7 | -3 | -6
TAAR1 antagonist | 13 | 2 | -24 | 14 | 1 | -1
M4 PAM | -5 | -1 | -13 | 7 | -1 | 6
M5 PAM | -8 | -7 | -6 | 7 | 0 | 0
CHRM5 agonist | 3 | -2 | -4 | -9 | -4 | -10
CRFBP-R2 block | 16 | -24 | 0 | 11 | 11 | 23
M1 PAM parental | 6 | 16 | 8 | 10 | 4 | 18
CRFR2-BP ag | -4.4 | 4.2 | 1.5 | 5.0 | 0.1 | 4.4

#31 Cc1cc(OCC(=O)OCC(=O)N2c3ccccc3NC(=O)C2(C)C)ccc1Cl
#32 CN(C)c1cccc(NC(=O)NC2(C)CCS(=O)(=O)C2)c1 (stereo not drawn)
#33 O=C(c1ccc(COc2ccc(Cl)cc2Cl)o1)N1CCCC1
#34 O=C(NC1CCN(S(=O)(=O)c2ccccc2)CC1)C1CCCCC1
#35 CSc1ccccc1NC(=O)COC(=O)c1ccc(O)cc1
#36 CCS(=O)(=O)Nc1ccc(C(=O)CC2(O)C(=O)Nc3ccccc32)cc1 (stereo not drawn)

compound no. | 31 | 32 | 33 | 34 | 35 | 36
TAAR1 ag | 8 | 1 | 1 | 3 | 4 | 4
M5 antag | 7 | -3 | 21 | -1 | 12 | -4
TAAR1 antagonist | 70* | -27 | -11 | -26 | 10 | 0
M4 PAM | -11 | -5 | -3 | 8 | -11 | -4
M5 PAM | -26 | 3 | -7 | -1 | -8 | -1
CHRM5 agonist | 6 | -2 | -6 | 1 | -1 | 0
CRFBP-R2 block | -2 | -1 | -8 | -14 | -4 | 0
M1 PAM parental | 10 | 5 | -4 | 12 | -12 | 19
CRFR2-BP ag | 0.4 | 0.3 | 0.1 | -1.9 | 1.2 | -0.8

#37 CCOc1ccccc1C(=O)NCC(=O)OCC(=O)c1ccc2c(c1)OCCO2
#38 COc1cc(CCC(=O)OCC(=O)Nc2c(F)cccc2F)cc(OC)c1OC
#39 CCCCCOc1ccc(C(=O)OC(C)C(=O)NCc2ccco2)cc1 (stereo not drawn)
#40 Cc1ccc(Cl)cc1NC(=O)CCC(=O)NCc1ccco1
#41 Cc1[nH]c(=O)sc1C(=O)NCc1ccc([N+](=O)[O-])cc1
#42 O=C(COC(=O)c1ccccn1)NCc1cccc(Cl)c1

compound no. | 37 | 38 | 39 | 40 | 41 | 42
TAAR1 ag | 8 | 0 | -3 | 0 | 0 | 1
M5 antag | -5 | 6 | -7 | 1 | 1 | -4
TAAR1 antagonist | 7 | 1 | -14 | -16 | 1 | -13
M4 PAM | -2 | 2 | -4 | 0 | -2 | -5
M5 PAM | -3 | -2 | 7 | 5 | -6 | 0
CHRM5 agonist | 0 | 1 | -8 | -4 | 1 | -5
CRFBP-R2 block | -7 | 3 | 4 | 4 | . | 4
M1 PAM parental | 6 | 2 | 8 | 15 | -11 | -10
CRFR2-BP ag | 0.9 | -2.0 | 1.1 | -0.2 | . | -0.8

From no. 25 to 29, copied from above:
#25 O=c1[nH][nH]c(=O)c2c(NS(=O)(=O)c3ccccc3)cccc12
#26 COc1ccccc1OCCC(=O)OCC(=O)Nc1ncc(Cl)cc1Cl
#27 Cc1ccc(CNC(=O)c2ccc(N(C)S(=O)(=O)c3ccccc3)cc2)cc1
#28 CCCCC(=O)Nc1c(C)cc(C)cc1Cl
#29 COc1ccc(-c2cc(=O)c3ccccc3n2C)cc1

compound no. | 25 | 26 | 27 | 28 | 29
TAAR1 ag | 10 | 2 | 6 | 13 | -1
M5 antag | 7 | 6 | 12 | -7 | -3
TAAR1 antagonist | 13 | 2 | -24 | 14 | 1
M4 PAM | -5 | -1 | -13 | 7 | -1
M5 PAM | -8 | -7 | -6 | 7 | 0
CHRM5 agonist | 3 | -2 | -4 | -9 | -4
CRFBP-R2 block | 16 | -24 | 0 | 11 | 11
M1 PAM parental | 6 | 16 | 8 | 10 | 4
CRFR2-BP ag | -4.4 | 4.2 | 1.5 | 5.0 | 0.1

Later entries.
#43 Cc1onc(-c2c(F)cccc2Cl)c1C(=O)N1CCN(S(C)(=O)=O)CC1
#44 Cc1n[nH]c(=O)c2c(NC(=O)COC(=O)c3cccc(OC(F)F)c3)oc(C)c12
#45 CC1CCN(CC(=O)N(C)c2c(N)n(Cc3ccccc3)c(=O)[nH]c2=O)CC1
#46 CNc1c(NS(=O)(=O)c2ccc3c(c2)CCCC3)c(=O)oc2ccccc12
#47 N#Cc1nc(-c2ccccc2)oc1N1CCN(C(=O)c2ccco2)CC1
#48 Cc1nc2c(-c3ccccc3)c(C)nn2c(C)c1CCC(=O)N1CCOCC1
#49 Cc1c(C(=O)OCC[N+]2(C)CCCCC2)oc2ccccc12

compound no. | 43 | 44 | 45 | 46 | 47 | 48 | 49
TAAR1 ag | 2 | 1 | 0 | -1 | 2 | 7 | 4
M5 antag | 11 | -5 | 8 | 8 | 22 | 3 | -5
TAAR1 antagonist | 10 | -20 | -20 | -11 | -13 | 8 | 11
M4 PAM | 8 | 13 | 7 | -3 | 12 | 8 | -21
M5 PAM | -3 | 9 | -11 | 3 | -1 | 0 | -4
CHRM5 agonist | -3 | 1 | -2 | -1 | -5 | 2 | -10
CRFBP-R2 block | -14 | -11 | -16 | -4 | 15 | -5 | -12
M1 PAM parental | 12 | -1 | 6 | -20 | -4 | 9 | 17
CRFR2-BP ag | 2.8 | 2.0 | 4.0 | -0.2 | -3.0 | -1.3 | 0.9
